CHT block = inhibitors of human choline transporter CHT; High affinity choline transporter 1 (Homo sapiens), Q9GZV3; CHT-expressing cells, membrane potential dye, choline response; hits give low values; B-score at 10 µM; actives 0.86% (n = 310,000);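 active = B-score over 3 SD under the library average, and starting fluorescence ratio not unusually high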;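 also: choline stimulus applied at its EC90 after an EC20 pre-addition; B-score computed on integrated fluorescence ratio after choline addition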
Target sequence (Q9GZV3 whole entry, looked up): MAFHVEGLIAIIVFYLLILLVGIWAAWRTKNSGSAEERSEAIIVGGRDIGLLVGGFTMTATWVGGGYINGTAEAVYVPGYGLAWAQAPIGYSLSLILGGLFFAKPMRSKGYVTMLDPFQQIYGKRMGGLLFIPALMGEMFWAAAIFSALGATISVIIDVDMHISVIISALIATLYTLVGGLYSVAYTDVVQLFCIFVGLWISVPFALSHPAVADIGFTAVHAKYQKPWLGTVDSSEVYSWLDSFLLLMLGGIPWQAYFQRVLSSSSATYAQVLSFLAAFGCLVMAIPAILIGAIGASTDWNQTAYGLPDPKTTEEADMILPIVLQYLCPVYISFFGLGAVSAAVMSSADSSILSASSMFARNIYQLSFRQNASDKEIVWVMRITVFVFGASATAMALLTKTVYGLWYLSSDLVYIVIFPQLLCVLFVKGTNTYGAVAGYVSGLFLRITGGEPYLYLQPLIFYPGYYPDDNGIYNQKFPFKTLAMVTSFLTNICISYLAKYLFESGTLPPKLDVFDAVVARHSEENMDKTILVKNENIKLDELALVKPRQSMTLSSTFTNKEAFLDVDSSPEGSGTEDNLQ
CHT PAM = CHT positive allosteric modulators, primary screen, cell-based, membrane potential dye, choline EC20; B-score at 10 µM; actives 0.49% (n = 310,000); AID 488977, 2010; CHT-expressing cells; hits give high values; LV-AA mutant CHT in HEK293 cells;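 active = initial fluorescence not abnormally high and integrated response B-score, plate-corrected, over 3 SD above library mean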
Starred values were filed as active, the others as inactive; i = inactive.

SMILES | CHT block | CHT PAM
COc1ccc(CC(=O)NNC(=O)CSc2nc(C)c(C)c(=O)[nH]2)cc1 | i | i
Cc1ccc(N2CC(C(=O)N3CCCCCC3)CC2=O)cc1 (centres undefined) | i | i
Cc1cc(NC(=O)c2c(-c3ccccc3Cl)noc2C)no1 | i | i
CCN(CC)c1nc(=S)nc(NC(C)(C)C)[nH]1 | i | i
O=C1CC(SC2=NCCS2)C(=O)N1c1ccc(Cl)cc1 (centres undefined) | i | i
c1ccc(C2CNCCc3ccccc32)cc1 (centres undefined) | i | i
C=CCSc1nnc(-c2cc3c(-c4ccccc4)nn(C)c3s2)n1C | i | i
O=c1[nH]c(/C=C/c2cccnc2)c([N+](=O)[O-])c(=O)[nH]1 | i | i
Clc1ccc(OCCCCCN2CCOCC2)cc1 | i | i
N#CCC(=N)N1CCN(c2ccc(Cl)cc2)CC1 | i | i
C/C(=N\Nc1ccc(F)cc1F)c1ccc(N2CCOCC2)cc1 | i | i
O=C(N/C(=C/c1ccc(Br)cc1)c1nc2ccccc2[nH]1)c1ccco1 | i | i
c1ccc(C2=NN(c3ccccc3)CC2)cc1 | i | i
CC(=O)Oc1cc(OC(C)=O)c2c(C)cc(=O)oc2c1 | i | i
CC(C)c1ccc(C2=C(O)c3ccccc3C(=O)C2=O)cc1 | i | i
CCCCC(=O)NC(c1ccco1)c1cc(Cl)c2cccnc2c1O (centres undefined) | i | i
COc1ccc2nc(Cl)c(C3CC(c4ccco4)=NN3C(=O)CCCC(=O)O)cc2c1 (centres undefined) | i | i
Cc1cccc(C)c1OCc1nnc(SCC(=O)Nc2nccs2)n1-c1ccccc1 | i | i
Cc1ccc(S(=O)(=O)Nc2ccc(Oc3cccnc3)nc2)cc1 | i | i
O=C(NCCc1ccccc1)C(=O)NCC1OCCN1S(=O)(=O)c1ccc(Br)cc1 (centres undefined) | i | i
c1cn2cc(CN3CCOCC3)nc2s1 | i | i
COc1ccccc1-n1cc(C(=O)N2CCCC(CO)(Cc3ccccc3C)C2)cn1 (centres undefined) | i | i
CN(C)S(=O)(=O)c1cccc(-c2cn3cc(Cl)ccc3n2)c1 | i | i
NC1=NC[C@H](Cc2ccc(O)cc2)N1CCc1cccc(F)c1 | i | i
Cc1cc(N2CCN(C(=O)c3cccs3)CC2)c(F)cc1[N+](=O)[O-] | i | i
Cc1c(CN2CCN(CC(C)(C)C)C(CCO)C2)[nH]c2ccccc12 (centres undefined) | i | i
O=C(OCc1cc(=O)n2c(n1)sc1ccccc12)c1ccc2c(=O)n3c(nc2c1)CCC3 | i | i
Cc1ccc2c(c1)C1C3CCC(C3)C1S(=O)N2 (centres undefined) | i | i
COc1cccc(/C=N/N2C(=O)CSC2=S)c1O | i | i
CCOc1cc(C(=O)Nc2ccc3c(c2)OCO3)ccc1OCCOc1ccccc1Cl | i | i
CCOC(=O)C(NCc1ccccc1OC)(NC(C)=O)C(F)(F)F (centres undefined) | i | i
CCn1c(SCC(=O)N2CCCc3ccccc32)nnc1-c1ccco1 | i | i
Cc1ccncc1C(N)=O | i | i
Cc1cccnc1Nc1nc(-c2ccccn2)cs1 | i | i
Cc1ccc(C2c3c(oc4ccccc4c3=O)C(=O)N2CCCN2CCOCC2)o1 (centres undefined) | i | i
CCN(CC)S(=O)(=O)c1ccc(C(=O)Nc2nnc(COC)o2)cc1 | i | i
Cc1cc(=O)oc2cc(NC(=O)Cc3ccccc3)ccc12 | i | i
O/N=C/c1ccccc1Oc1ccccc1 | i | i
COc1ccccc1OCCNC(=O)C1CC(=O)N(c2cccc(SC)c2)C1 (centres undefined) | i | i
O=C(CCCc1c[nH]c2ccccc12)N1CCN(c2ccc(N3CCOCC3)nn2)CC1 | i | i

A draw from above in order of count of non-hydrogen atoms, ascending:
SMILES | CHT block | CHT PAM
Cc1ccncc1C(N)=O | i | i
c1cn2cc(CN3CCOCC3)nc2s1 | i | i
O/N=C/c1ccccc1Oc1ccccc1 | i | i
Cc1ccc2c(c1)C1C3CCC(C3)C1S(=O)N2 (centres undefined) | i | i
COc1cccc(/C=N/N2C(=O)CSC2=S)c1O | i | i
Cc1cccnc1Nc1nc(-c2ccccn2)cs1 | i | i
CN(C)S(=O)(=O)c1cccc(-c2cn3cc(Cl)ccc3n2)c1 | i | i
NC1=NC[C@H](Cc2ccc(O)cc2)N1CCc1cccc(F)c1 | i | i
CCOC(=O)C(NCc1ccccc1OC)(NC(C)=O)C(F)(F)F (centres undefined) | i | i
CCN(CC)S(=O)(=O)c1ccc(C(=O)Nc2nnc(COC)o2)cc1 | i | i
CCn1c(SCC(=O)N2CCCc3ccccc32)nnc1-c1ccco1 | i | i
COc1ccccc1OCCNC(=O)C1CC(=O)N(c2cccc(SC)c2)C1 (centres undefined) | i | i
Cc1ccc(C2c3c(oc4ccccc4c3=O)C(=O)N2CCCN2CCOCC2)o1 (centres undefined) | i | i
COc1ccccc1-n1cc(C(=O)N2CCCC(CO)(Cc3ccccc3C)C2)cn1 (centres undefined) | i | i
CCOc1cc(C(=O)Nc2ccc3c(c2)OCO3)ccc1OCCOc1ccccc1Cl | i | i

Laid out differently: results already given
molecule,CHT block,CHT PAM
COc1cccc(/C=N/N2C(=O)CSC2=S)c1O,i,i
Cc1cc(=O)oc2cc(NC(=O)Cc3ccccc3)ccc12,i,i
CCn1c(SCC(=O)N2CCCc3ccccc32)nnc1-c1ccco1,i,i
CCOc1cc(C(=O)Nc2ccc3c(c2)OCO3)ccc1OCCOc1ccccc1Cl,i,i
NC1=NC[C@H](Cc2ccc(O)cc2)N1CCc1cccc(F)c1,i,i

(list continues)
SMILES | CHT block | CHT PAM
COc1cccc(NC(=O)c2oc3ccccc3c2NC(C)=O)c1 | i | i
O=C1c2ccccc2NC(c2ccc(O)c(O)c2)N1c1ccccc1Cl (centres undefined) | i | i
COc1ccc(C)c2sc(=NC(=O)c3ccccc3)n(C)c12 | i | i
CN(C)c1nc2c(c(=O)[nH]c(=O)n2C)n1Cc1ccccc1Br | i | i
COc1ccc(CCNC(=S)NC(=O)c2ccccc2)cc1OC | i | i
CCOC(=O)/C(C#N)=C1/CCCCCN1C | i | i
CC[C@@H](C(=O)[C@@H](C)[C@@H](O)[C@H](C)CCc1ccc(C)c(O)c1C(=O)O)[C@H]1O[C@](CC)([C@H]2CC[C@](O)(CC)[C@H](C)O2)C[C@@H]1C | i | i
CN1C(=O)c2ccc(C(=O)Nc3ccc4c(c3)OCO4)cc2C1=O | i | i
Cc1ccc(/C=C/c2ccc(=O)n(Cc3ccc(Cl)cc3Cl)n2)cc1 | i | i
COc1cccc2oc(-c3ccco3)cc(=O)c12 | i | i
COc1ccccc1S(=O)(=O)Cc1ccc(C(=O)NCc2ccco2)o1 | i | i
Cc1ccc(-c2[nH]nc3c2C(c2cccnc2)C(C#N)=C(N)O3)cc1 (centres undefined) | i | i
Cc1ccc(SCC(=O)OCC(=O)NCc2cccs2)cc1C | i | i
CC1Cc2ccccc2N1C(=O)COC(=O)CCc1nc2ccccc2c(=O)[nH]1 (centres undefined) | i | i
CC(=O)Nc1ccc(-n2nnnc2SCC(=O)NC2CCCC2)cc1 | i | i
O=C(Nc1ccccn1)c1ccc2nc(-c3ccccc3)c(-c3ccccc3)nc2c1 | i | i
COc1ccc(/C=N/N2CCN(Cc3ccccc3)CC2)cc1 | i | i
CCCCC(C(=O)OCC(=O)c1ccc(OC)cc1)N1C(=O)c2ccccc2C1=O (centres undefined) | i | i
N#CC1(NC(=O)COC(=O)Cc2n[nH]c(=O)c3ccccc23)CCCCC1 | i | i
O=C(CSc1nccn1-c1cccc(Cl)c1)Nc1ccc2c(c1)OCCO2 | i | i
O=c1c(Sc2ccccc2)c(C(F)(F)F)[nH]n1-c1ccccc1 | i | i
CCc1ccc2[nH]c(=O)c(CN(CCO)C(=O)NCc3ccccc3)cc2c1 | i | i
Cc1[nH]c2ccccc2c1C(=O)COc1ccccc1F | i | i
N#C/C(=C(/O)CN1CCN(c2ccccc2F)CC1)c1nc(-c2ccc(Cl)cc2)cs1 | i | i
O=C(NN1C(=O)c2ccccc2NC1c1ccc([N+](=O)[O-])o1)c1ccccc1 (centres undefined) | i | i
O=C(Nc1cc(Cl)cc(Cl)c1)N1CCCN(Cc2ccccc2)CC1 | i | i
Cc1cccc(C)c1-n1c(=O)n(Cc2ccccc2)c(=O)c2[nH]cnc21 | i | i
CCOC(=O)[C@H]1[C@H]2COc3cc(OC)ccc3[C@@H]2N2C(=O)N(c3ccc(Br)cc3)C(=O)[C@@]12C | i | i
O=C(c1cc(Cl)nc2ccccc12)N(Cc1nnc(-c2ccccc2Cl)o1)C1CC1 | i | i
O=C(C1=C[C@H](c2ccccc2)C[C@H](OCCCCO)O1)N1CCN(Cc2ccccc2)CC1 | i | i
O=C(OCc1c(Cl)cccc1Cl)c1ccccn1 | i | i
COc1ccccc1N1CCN(C2CC(=O)N(c3ccccc3)C2=O)CC1 (centres undefined) | i | i
Cc1ccc(NC(=O)NNC(=O)COc2ccc(Cl)cc2)cc1 | i | i
O=C(Cc1ccccc1[N+](=O)[O-])Nc1ccccc1C(=O)N1CCOCC1 | i | i
CCCSc1nc2c(c(=O)[nH]c(=O)n2C)n1CCc1ccccc1 | i | i
NC(=O)CC1Nc2cccc3cccc(c23)NC1=O (centres undefined) | i | i
O=S(=O)(c1cccs1)n1cnc2ccccc21 | i | i
O=C(NCc1ccccc1)c1ccc(C2SCC(=O)N2Cc2ccccc2)cc1 (centres undefined) | i | i
O=C(NC1C2CC3CC(C2)CC1C3)c1ccc2c(c1)OCO2 (centres undefined) | i | i
CCOC(=O)c1cccc(NC(=O)CSc2nnc(-c3cccnc3)n2C)c1 | i | i
O=[N+]([O-])c1cccc(P(=O)(O)c2cccc([N+](=O)[O-])c2)c1 | i | i
CC(C)Sc1ccc([N+](=O)[O-])cc1C(=O)Nc1ccncc1 | i | i
CCc1c(C#N)c(SCCC(=O)Nc2cccc(OC)c2)nc2c1C(=O)CC(C)(C)C2 | i | i
CSc1ncc(Cl)c(C(=O)Nc2nnc(SC/C=C/c3ccccc3)s2)n1 | i | i
Cc1cccc(CSC2=NCCN2C(=O)c2ccc(S(=O)(=O)N(C)C)cc2)c1 | i | i
Cc1ccc(C(=O)c2c3ccc(C(F)(F)F)cc3[n+]([O-])n2CCCC(N)=O)cc1 | i | i
CC1CN(S(=O)(=O)c2ccc(C(=O)O)cc2)CC(C)O1 (centres undefined) | i | i
CCOC(=O)CSc1nc2sc3c(c2c(=O)[nH]1)CCCC3 | i | i
Cc1ccc(C(c2sc3ncnn3c2O)N2CC(C)CC(C)C2)cc1 (centres undefined) | i | i
CC(=O)C1=C(O)C(=O)N(c2cccc(Br)c2)C1c1ccc(Br)cc1 (centres undefined) | i | i
COc1ccc(CCC(=O)Nc2cccc(Cl)c2)cc1 | i | i
C/C(=N\N=C1/NC(=O)C(C)S1)c1ccc([N+](=O)[O-])cc1 (centres undefined) | i | i
Cc1cc(C)nc(Nc2ccc(C(=O)O)cc2)n1 | i | i
CC(C)(C)c1ccc(-c2nnc3sc(-c4ccccn4)nn23)cc1 | i | i
Cc1cc(Cl)c2oc(C(=O)N(C)Cc3ccon3)c(C)c2c1 | i | i
O=C(c1cccc(S(=O)(=O)N2CCOCC2)c1)N1CCCCCC1 | i | i
O=C(c1ccc2c3c(cccc13)CC2)C1CCCN(C(=O)c2cc[n+]([O-])cc2)C1 (centres undefined) | i | i
CC(=O)c1sc(-c2ccc(Cl)cc2)cc1N | i | i
S=C(Nc1ccccc1)N1CCOCCOCCN(C(=S)Nc2ccccc2)CCOCCOCC1 | i | i
C[C@@H](C(=O)NCCc1ccccc1F)N1C(=O)N2CCc3c([nH]c4ccccc34)[C@@]2(C)C1=O | i | i

Following part:
SMILES | CHT block | CHT PAM
CC(C)Cn1c(-c2ccccc2)nc(=S)c2c1CCCC2 | i | i
CC(=O)c1cc(F)ccc1OCC(=O)N1CCCc2ccccc21 | i | i
Cc1ccc(C(=O)N2CCCCC2C(=O)O)o1 (centres undefined) | i | i
CCOC(=O)Cc1csc(SCC(=O)NC2CCCC(C)C2C)n1 (centres undefined) | i | i
Clc1ccccc1C1=Nn2c(nnc2-c2ccco2)SC1 | i | i
CSc1ccc(C(=O)C2CCCN(S(=O)(=O)N(C)C)C2)cc1 (centres undefined) | i | i
O=C(NC(=S)Nc1cccc(CO)c1)c1ccc(-c2ccccc2)cc1 | i | i
CN(CC12CC3CC(CC(C3)C1)C2)C(=O)c1ccco1 | i | i
COc1cccc(C(=O)NNC(=O)CCc2ccccc2)c1 | i | i
COc1ccccc1CN1C[C@@H]2C[C@@H](C3=Cc4cccc(OC)c4OC3)N3CCC[C@@]23C1=O | i | i
CC(=O)/C(=N\Nc1ccccc1)Sc1nncn1C | i | i
CCOC(=O)CC(=O)Nc1ccc(C(=O)OCC)cc1 | i | i
O=C(Cn1cc(S(=O)(=O)Cc2ccc([N+](=O)[O-])cc2)c2ccccc21)N1CCOCC1 | i | i
CC(C)[C@H](NC(=O)c1ccccc1)C(=O)OCC(=O)c1ccc2c(c1)NC(=O)CO2 | -9* | i
COc1ccc(Cc2nc3ccc(C(=O)N4CCCC4)cc3o2)cc1OC | i | i
O=c1/c(=C\c2cccc(O)c2)sc2nc(-c3ccccc3)c(-c3ccccc3)n12 | i | i
COc1ccc(OC)c(NC(=O)C2CCC(CNc3c(N4CCC(C)CC4)c(=O)c3=O)CC2)c1 (centres undefined) | i | i
NS(=O)(=O)c1ccc(NC(=S)NCc2ccc(F)cc2)cc1 | i | i
CC1(/[N+]([O-])=C/c2ccc(Cl)cc2Cl)CCCCC1=O (centres undefined) | i | i
O=C1N=C(N2CCN(c3ccccc3)CC2)SC1Cc1ccccc1 (centres undefined) | i | i
COc1cc(OC)cc(C(=O)NC(=S)Nc2ccc3oc(=O)ccc3c2)c1 | i | i
CC(=O)Nc1ccc(C(=O)OCC(=O)NC(=O)NC(C)(C)C)cc1 | i | i
O=C(N/N=C/c1c[nH]c2ccccc12)C1CC1(c1ccccc1)c1ccccc1 (centres undefined) | i | i
